Assay outcomes as filed in PubChem BioAssay.
CASP6 VEID inh – blocks human caspase-6 cleavage activity; P55212; purified caspase-6, Z-VEID-R110 cleavage fluorescence; inhibition, % at 12.5 µM; 350,000 compounds, 0.53% hits; AID 686996;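 active = mean inhibition across replicates at least about 35%, with every replicate also reaching that limit, limit read from the data; inconclusive = only one of the two criteria met; inactive = neither criterion met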;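 note: 0% = median of neutral control wells and 100% = no fluorescence left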
Target sequence (P55212 24-179 limits assumed): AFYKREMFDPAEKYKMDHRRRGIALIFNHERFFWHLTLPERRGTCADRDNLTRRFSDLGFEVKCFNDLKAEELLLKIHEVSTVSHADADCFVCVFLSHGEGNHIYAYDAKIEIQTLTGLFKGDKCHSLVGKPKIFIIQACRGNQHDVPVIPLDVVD
Target sequence (P55212 194-293 limits assumed): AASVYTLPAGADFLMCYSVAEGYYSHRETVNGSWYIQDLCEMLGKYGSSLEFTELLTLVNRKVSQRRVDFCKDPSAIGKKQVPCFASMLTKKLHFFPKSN
ARNT-TACC3 inh – disruptors of human ARNT/TACC3 interaction; AlphaScreen His-ARNT PAS-B/GST-TACC3 binding, luminescence; TACC3 fragment carries E629A point mutation; Q9Y6A5; 390,000 compounds, 0.66% hits; AID 623870; inhibition, % at 9.99 µM;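 active = mean inhibition of replicates at least 50% and at least half of replicates each reaching 50%; inconclusive = half or more replicates reach 50% but mean below 50%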;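 note: 0% = complete ARNT plus TACC3 wells and 100% = ARNT alone without TACC3; many hits fall short of the cut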
SIRT5 inh – blocks human SIRT5 desuccinylation of peptide; 330,000 compounds, 1.1% hits; Purified SirT5, succinyl-peptide AMC, trypsin-coupled fluorescence; Q9NXA8; inhibition, % at 15 µM; AID 652115; in the data active = inhibition above about 15%; inconclusive = no clear call, values can overlap the other calls
Target sequence (Q9NXA8 whole entry, looked up): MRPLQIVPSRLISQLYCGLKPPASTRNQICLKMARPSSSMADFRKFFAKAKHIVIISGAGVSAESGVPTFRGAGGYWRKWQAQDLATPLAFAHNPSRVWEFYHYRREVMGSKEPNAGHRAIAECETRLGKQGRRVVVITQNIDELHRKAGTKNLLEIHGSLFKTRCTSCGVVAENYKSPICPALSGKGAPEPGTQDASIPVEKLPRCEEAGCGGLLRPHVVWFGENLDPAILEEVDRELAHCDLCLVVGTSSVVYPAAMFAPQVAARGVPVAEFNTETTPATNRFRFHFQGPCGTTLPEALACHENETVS
LGR2 inh – Drosophila LGR2 receptor signaling inhibition | AID 720647 | 380,000 compounds, 0.35% hits | inhibition, % at 9.99 µM | HEK293 LGR2, CRE-luciferase, bursicon-stimulated, 4 h;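 active = drop in luminescence signal, shown as inhibition above about 50% in the replicate tests, limit read from the data, passing the limit was not always enough; inconclusive = probably only some replicates passing the limit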;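 note: agonist challenge used bursicon conditioned medium at about half maximal strength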
DENV2 CPE – protects cells from dengue virus 2 cytopathic effect; 350,000 compounds, 1.7% hits; DENV2-infected cells, cytopathic effect rescue, plate reader; CPE inhibition, % at 9.99 µM; in the data active = CPE inhibition above about 20%, passing the limit was not always enough; inconclusive = no clear call, values can overlap the other calls; tested in BHK-21 cells;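 note: 0% = median of neutral control wells and 100% = median of positive control wells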
EWS-Fli block – blocks EWS/Fli oncoprotein-driven transcription; A673 NR0B1-luciferase reporter, viability-normalised; inhibition, % at 12.6 µM; 350,000 compounds, 0.67% hits;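 active = mean inhibition of at least 50% after viability correction, with every replicate also passing that limit; inconclusive = mean reaches 50% but only one of two replicates passes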;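 note: firefly luciferase signal divided by Alamar Blue viability fluorescence both relative to DMSO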
PAX8 inh HTS – inhibitors of PAX8 transcriptional activity in RMG-I cells | RMG-I TPO-luciferase reporter, SteadyGlo, 24 h | inhibition, % at 12.6 µM | 360,000 compounds, 1.2% hits;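 active = mean replicate inhibition at least 60% with every replicate also reaching 60%; inconclusive = only one of the two criteria is met; inactive = mean below 60% and not all replicates reaching 60%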;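 note: luciferase light reporting Pax8 driven TPO promoter activity; plate controls were median of neutral control wells for no effect and mitoxantrone controls for full effect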
Starred values were filed as active, the others as inactive. Not a hit list (roughly 4.9% active in at least one column).

How did COc1cc(Cl)c(C)cc1NC(=O)CSc1nnc(CCC(=O)O)c(=O)[nH]1 do in these assays?
CASP6 VEID inh: 10; ARNT-TACC3 inh: 0; SIRT5 inh: 22*; LGR2 inh: 2; DENV2 CPE: -1; EWS-Fli block: -1; PAX8 inh HTS: 13

How did O=c1[nH][nH]cc1C=Nc1ccccc1Cl do in these assays?
CASP6 VEID inh: 19; SIRT5 inh: -6; LGR2 inh: 8; EWS-Fli block: 6; PAX8 inh HTS: 18

What do the screens show for `O=C(C[C@H]1C[C@@H]2c3cc(NC(=O)Nc4ccc(C(F)(F)F)cc4)ccc3O[C@@H]2[C@H](CO)O1)NCc1ccc(Cl)cc1`?
CASP6 VEID inh: -1; ARNT-TACC3 inh: -4; SIRT5 inh: -2; LGR2 inh: 10; DENV2 CPE: -3; EWS-Fli block: 2; PAX8 inh HTS: 10

Results for O=C(N/N=C/c1cccnc1)C(=O)N1CCCCCC1 ?
CASP6 VEID inh: -2; ARNT-TACC3 inh: -74; SIRT5 inh: -3; LGR2 inh: -11; DENV2 CPE: -3; EWS-Fli block: -4; PAX8 inh HTS: 12

Results for O=C(CCC(=O)Nc1ccccc1Cl)NNC(=O)c1ccccc1[N+](=O)[O-] ?
CASP6 VEID inh: -1; ARNT-TACC3 inh: -4; SIRT5 inh: -3; LGR2 inh: -3; DENV2 CPE: 0; EWS-Fli block: -8; PAX8 inh HTS: 18

Results for CCOc1ccc(/C=N/n2c(C3CCCCC3)n[nH]c2=S)cc1 ?
CASP6 VEID inh: 1; ARNT-TACC3 inh: 24; SIRT5 inh: -1; LGR2 inh: -23; DENV2 CPE: -3; EWS-Fli block: 11; PAX8 inh HTS: 7

How did c1ccc2cc3[nH]c(CN4CCCCC4)nc3cc2c1 do in these assays?
CASP6 VEID inh: 0; ARNT-TACC3 inh: 3; SIRT5 inh: -5; LGR2 inh: -63; DENV2 CPE: 6; EWS-Fli block: -69; PAX8 inh HTS: -81

How did O=C(CCCc1ccccc1)c1ccc2c(c1)OCCO2 do in these assays?
CASP6 VEID inh: 1; ARNT-TACC3 inh: -3; SIRT5 inh: -7; LGR2 inh: 101*; DENV2 CPE: 0; EWS-Fli block: 86*

How did CCOc1ccc(N(CC(=O)Nc2ccc(C)c(Cl)c2)S(C)(=O)=O)cc1 do in these assays?
CASP6 VEID inh: 5; ARNT-TACC3 inh: -2; SIRT5 inh: 0; LGR2 inh: -33; DENV2 CPE: -5; EWS-Fli block: -30; PAX8 inh HTS: -25

What do the screens show for `COc1ccc(C2/C=C\CN(CC3CC3)CC(=O)N2Cc2ccc(F)cc2)cc1` (stereo not given)?
CASP6 VEID inh: -3; ARNT-TACC3 inh: -11; SIRT5 inh: 3; LGR2 inh: 5; DENV2 CPE: -4; EWS-Fli block: 3; PAX8 inh HTS: 1

How did C[C@H]1CN([C@@H](C)CO)C(=O)c2cc(NS(=O)(=O)c3ccc(Cl)cc3)ccc2O[C@@H]1CN(C)Cc1ccc(-c2ccccc2)cc1 do in these assays?
CASP6 VEID inh: 2; ARNT-TACC3 inh: 1; SIRT5 inh: -2; LGR2 inh: -12; DENV2 CPE: -8; EWS-Fli block: -3

How did CCCCOc1ccc(OC(=O)Nc2cc(Cl)ccc2OC)cc1 do in these assays?
CASP6 VEID inh: 0; ARNT-TACC3 inh: -9; SIRT5 inh: -2; LGR2 inh: -12; DENV2 CPE: 4; EWS-Fli block: 15; PAX8 inh HTS: 12

Results for OCC1(Cc2ccccc2)CCN(CCCC2CCCC2)CC1 ?
CASP6 VEID inh: -2; ARNT-TACC3 inh: -3; SIRT5 inh: -2; LGR2 inh: 4; DENV2 CPE: -3; EWS-Fli block: 15; PAX8 inh HTS: -9

Results for O=C(Nc1ccc(F)cc1)N1C[C@@H]2[C@H](c3ccccc31)[C@@H](CO)N2C(=O)c1ccc(F)cc1 ?
ARNT-TACC3 inh: -3; LGR2 inh: -29; EWS-Fli block: -1; PAX8 inh HTS: 0

Results for COc1ccc(-c2cc3c(=O)n(CC(=O)NCCCN4CCC(Cc5ccccc5)CC4)ncn3n2)cc1 ?
CASP6 VEID inh: -2; ARNT-TACC3 inh: -4; SIRT5 inh: -7; LGR2 inh: 8; DENV2 CPE: 3; EWS-Fli block: -5; PAX8 inh HTS: 8

What do the screens show for `O=[N+]([O-])c1cc(-c2n(-c3ccccn3)c3ccccc3[n+]2-c2ccccn2)ccc1Cl`?
CASP6 VEID inh: -4; ARNT-TACC3 inh: 3; SIRT5 inh: -1; LGR2 inh: -3; DENV2 CPE: 1; EWS-Fli block: 8; PAX8 inh HTS: 7

What do the screens show for `Cn1c2ccccc2c2nnc(SCC(=O)NCc3ccoc3)nc21`?
CASP6 VEID inh: 14; ARNT-TACC3 inh: 0; SIRT5 inh: 0; LGR2 inh: 0; DENV2 CPE: -6; EWS-Fli block: 2; PAX8 inh HTS: 13

Results for COCCCn1c(SCC(=O)c2c(N)n(C3CC3)c(=O)[nH]c2=O)nnc1-c1ccccc1Cl ?
CASP6 VEID inh: -3; SIRT5 inh: 1; LGR2 inh: 11; DENV2 CPE: 5; EWS-Fli block: 0; PAX8 inh HTS: -8

What do the screens show for `CCOC(=O)c1ccc(N2C=C(C(=O)OC)C(c3cccc(O)c3)C(C(=O)OC)=C2)cc1`?
ARNT-TACC3 inh: -1; SIRT5 inh: -8; LGR2 inh: 4; DENV2 CPE: 0; EWS-Fli block: -4; PAX8 inh HTS: 4

What do the screens show for `CCC(=O)N[C@@H]1CC[C@H](CC(=O)NCc2ccccc2F)O[C@H]1CO`?
CASP6 VEID inh: -1; ARNT-TACC3 inh: -3; SIRT5 inh: -1; LGR2 inh: -3; DENV2 CPE: 11; EWS-Fli block: 6; PAX8 inh HTS: -3

Results for COc1ccc(S(=O)(=O)N2CCOC2CNC(=O)C(=O)NCc2cccnc2)cc1C (stereo not given) ?
CASP6 VEID inh: 2; ARNT-TACC3 inh: -5; SIRT5 inh: 3; LGR2 inh: -2; DENV2 CPE: 0; EWS-Fli block: -4; PAX8 inh HTS: -5

What do the screens show for `Cc1ccc(C(=O)c2cc([N+](=O)[O-])ccc2N2CCCCC2)cc1`?
ARNT-TACC3 inh: 2; LGR2 inh: -32; PAX8 inh HTS: 88*

What do the screens show for `COc1cccc(-c2ccc3ncnc(N(C)Cc4ccco4)c3c2)c1`?
ARNT-TACC3 inh: -2; LGR2 inh: -19; DENV2 CPE: -2; EWS-Fli block: 1; PAX8 inh HTS: 10

Results for CCOC(=O)C1=CC[C@]2(C)c3c(c4ccccc4n3C)C(=O)C1N2C ?
CASP6 VEID inh: 3; ARNT-TACC3 inh: -3; LGR2 inh: -10; DENV2 CPE: 5; EWS-Fli block: -7; PAX8 inh HTS: 22

What do the screens show for `O=C(NCC(c1cccs1)N1CCOCC1)c1cc(-c2ccccn2)nc2ccccc12` (stereo not given)?
CASP6 VEID inh: -1; ARNT-TACC3 inh: 6; SIRT5 inh: -3; LGR2 inh: 5; DENV2 CPE: -7; EWS-Fli block: 7; PAX8 inh HTS: 1

What do the screens show for `CCn1cc(C(=O)NCCc2ccccc2)c(=O)c2cc(S(=O)(=O)N3CCCC3)ccc21`?
CASP6 VEID inh: -2; ARNT-TACC3 inh: 1; SIRT5 inh: -5; LGR2 inh: -1; DENV2 CPE: 1; EWS-Fli block: 9; PAX8 inh HTS: 8

What do the screens show for `CCCCn1nnnc1C(CC)N1CCN(C/C=C/c2ccccc2)CC1` (stereo not given)?
CASP6 VEID inh: -2; SIRT5 inh: 2; LGR2 inh: 3; DENV2 CPE: 14; EWS-Fli block: 16; PAX8 inh HTS: 10

What do the screens show for `COc1cc2nncc(SC)c2cc1OC`?
CASP6 VEID inh: 1; SIRT5 inh: -2; LGR2 inh: -25; DENV2 CPE: -8; EWS-Fli block: 3; PAX8 inh HTS: -18

Results for COCCNC(=O)Cn1cnc2sc(C)c(S(=O)(=O)N3CCN(c4ccccc4OC)CC3)c2c1=O ?
CASP6 VEID inh: 1; ARNT-TACC3 inh: -1; SIRT5 inh: -2; LGR2 inh: -18; DENV2 CPE: -1; EWS-Fli block: -7; PAX8 inh HTS: -9

Results for COC(=O)C[C@H]1CC[C@@H](NS(=O)(=O)c2ccccc2F)[C@H](CO)O1 ?
CASP6 VEID inh: 3; ARNT-TACC3 inh: -2; SIRT5 inh: -2; LGR2 inh: 7; DENV2 CPE: 2; EWS-Fli block: -1; PAX8 inh HTS: -7

Results for CSc1ccccc1NC(=O)c1cnc2n(c1=O)CCS2 ?
CASP6 VEID inh: -1; ARNT-TACC3 inh: -6; SIRT5 inh: 0; LGR2 inh: 17; DENV2 CPE: inconclusive; EWS-Fli block: -41; PAX8 inh HTS: -60

Results for O=C(CCNC(=O)c1ccc(Br)cc1)Nc1ccc(S(=O)(=O)N2CCOCC2)cc1 ?
CASP6 VEID inh: -39; ARNT-TACC3 inh: -10; SIRT5 inh: -3; LGR2 inh: 15; DENV2 CPE: 2; EWS-Fli block: 11; PAX8 inh HTS: 13

How did CC1CCc2ccccc2N1CC(=O)Nc1cccc(S(=O)(=O)N2CCCC2)c1 (stereo not given) do in these assays?
CASP6 VEID inh: -1; ARNT-TACC3 inh: 1; SIRT5 inh: 0; LGR2 inh: 14; DENV2 CPE: 6; EWS-Fli block: 7; PAX8 inh HTS: 17

How did COc1ccc(S(=O)(=O)N(C)C[C@H]2Oc3ncc(/C=C/c4ccccc4)cc3C(=O)N([C@H](C)CO)C[C@H]2C)cc1 do in these assays?
CASP6 VEID inh: -2; ARNT-TACC3 inh: 5; SIRT5 inh: -7; LGR2 inh: -10; DENV2 CPE: 4; EWS-Fli block: 2; PAX8 inh HTS: 29

What do the screens show for `NNc1ccc(Cc2ccc(Cl)cc2Cl)nn1`?
CASP6 VEID inh: -4; ARNT-TACC3 inh: 11; SIRT5 inh: -3; LGR2 inh: -1; DENV2 CPE: -6; EWS-Fli block: 7; PAX8 inh HTS: 5

Results for CCOP(=O)(OCC)c1nc(-c2ccccc2Cl)oc1N1CCOCC1 ?
CASP6 VEID inh: 4; ARNT-TACC3 inh: -2; SIRT5 inh: 2; DENV2 CPE: 4; EWS-Fli block: -9; PAX8 inh HTS: 16

How did C[C@H]1CN([C@@H](C)CO)S(=O)(=O)c2ccc(C#CC3CC3)cc2O[C@@H]1CN(C)C(=O)Cc1ccncc1 do in these assays?
CASP6 VEID inh: -4; ARNT-TACC3 inh: -1; SIRT5 inh: 18*; LGR2 inh: -8; DENV2 CPE: -5; EWS-Fli block: 11

Results for O=C(CSc1nc2ccccc2[nH]1)Nc1ccc2c(c1)CCC2 ?
CASP6 VEID inh: 3; ARNT-TACC3 inh: -5; SIRT5 inh: -3; LGR2 inh: -11; DENV2 CPE: -4; EWS-Fli block: 4; PAX8 inh HTS: 19

How did COc1ccc(CNC(=O)CN2CCC(n3nnc4cc(F)ccc43)CC2)cc1 do in these assays?
CASP6 VEID inh: 2; ARNT-TACC3 inh: 1; SIRT5 inh: -1; DENV2 CPE: -4; EWS-Fli block: -11; PAX8 inh HTS: 6

What do the screens show for `O=C(C(=O)N1CCC(CNS(=O)(=O)c2ccc(C(F)(F)F)cc2)CC1)c1cc2ccccc2o1`?
CASP6 VEID inh: -4; LGR2 inh: 4; DENV2 CPE: 6; EWS-Fli block: 22; PAX8 inh HTS: 41

How did O=C(C(=O)N1CCC(CNC(=O)c2cccnc2Cl)CC1)c1cccs1 do in these assays?
CASP6 VEID inh: 1; LGR2 inh: 19; DENV2 CPE: 3; EWS-Fli block: -11; PAX8 inh HTS: -12

Some of these compounds in order of formula weight, rising:
How did O=C(C(=O)N1CCC(CNC(=O)c2cccnc2Cl)CC1)c1cccs1 do in these assays?
CASP6 VEID inh: 1; LGR2 inh: 19; DENV2 CPE: 3; EWS-Fli block: -11; PAX8 inh HTS: -12

How did COc1ccc(CNC(=O)CN2CCC(n3nnc4cc(F)ccc43)CC2)cc1 do in these assays?
CASP6 VEID inh: 2; ARNT-TACC3 inh: 1; SIRT5 inh: -1; DENV2 CPE: -4; EWS-Fli block: -11; PAX8 inh HTS: 6

Results for COc1ccc(S(=O)(=O)N2CCOC2CNC(=O)C(=O)NCc2cccnc2)cc1C (stereo not given) ?
CASP6 VEID inh: 2; ARNT-TACC3 inh: -5; SIRT5 inh: 3; LGR2 inh: -2; DENV2 CPE: 0; EWS-Fli block: -4; PAX8 inh HTS: -5
